Rac1 GTP hydrolysis: MgcRacGAP GTPase-activating activity inhibitors, confirmation, biochemical, ADP Hunter fluorescence; MgcRacGAP-stimulated Rac1 GTP hydrolysis, ADP Hunter fluorescence; higher % means a stronger effect; GST-tagged Rac1 F28L mutant substrate; 340,000 compounds, 0.6% hits; one-dose inhibition, % at 30 µM; IC50 in µM for titrated hits; Rac GTPase-activating protein 1 (Homo sapiens);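 active means first-screen hits whose inhibition reached a set limit at any dose in the follow-up dose series; inconclusive means inhibition above the set first-screen limit but never retested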;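 further: fluorescence reports GDP produced by GAP-driven GTP hydrolysis; strong numbers were not always called active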
Myeloid diff MLP: induction of myeloid progenitor differentiation, primary screen, cell-based, flow cytometry, MLPCN library; calls only at 10 µM; 360,000 compounds, 1% hits; ER-HoxA9 myeloid progenitors, lysozyme-GFP differentiation;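 active means normalized GFP-positive differentiation at or above the plate's own cutoff, the solvent-only control mean plus 3 SD; inconclusive means no clear call, values can overlap the other calls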;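 further: cells exposed to compound for four days before flow analysis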
NTR1 agonist: agonists of NTR1, primary screen, imaging, U2OS cells, beta-arrestin-GFP, high content (AID 493036). activation, % at 20 µM. 330,000 compounds, 0.17% hits. NTR1-U2OS beta-arrestin-GFP spot imaging, agonist mode. Neurotensin receptor type 1 (Homo sapiens), P30989;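 active means activation at or above 40% of the spot to cytoplasm intensity ratio, with at least 20 cells analyzed; inconclusive means wells under 20 cells, flagged as cytotoxic or low count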;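 further: 0% = DMSO without peptide and 100% = 100 nM NTR1 peptide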
Target sequence (P30989 whole entry, looked up): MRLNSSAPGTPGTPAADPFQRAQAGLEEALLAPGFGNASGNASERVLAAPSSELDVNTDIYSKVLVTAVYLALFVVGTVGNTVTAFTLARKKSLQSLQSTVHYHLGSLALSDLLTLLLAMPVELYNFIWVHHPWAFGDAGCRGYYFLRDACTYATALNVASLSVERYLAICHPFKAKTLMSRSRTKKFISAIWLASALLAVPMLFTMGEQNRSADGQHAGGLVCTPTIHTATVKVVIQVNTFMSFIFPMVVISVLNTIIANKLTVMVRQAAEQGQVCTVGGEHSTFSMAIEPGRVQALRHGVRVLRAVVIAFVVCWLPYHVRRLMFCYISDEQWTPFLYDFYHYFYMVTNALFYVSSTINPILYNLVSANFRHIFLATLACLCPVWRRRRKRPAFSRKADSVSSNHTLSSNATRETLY
NTR1 agonist cell count 20 µM: recorded beside NTR1 agonist, whose call it bears; cell count; measured here: cell count, cytotoxicity flag
Myeloid diff MLP GFP+ MAC1+ %: further read-out of Myeloid diff MLP, marked with its call; GFP+ MAC1+ double positive, %; measured here: differentiation confirmed by MAC1 staining
Starred values were filed as active, the others as inactive; i = inactive; u = inconclusive; x = not tested or not shown. Some of the compounds tested. The share of hits here may be higher or lower than overall.

Compound	NTR1 agonist cell count 20 µM	Myeloid diff MLP	NTR1 agonist	Myeloid diff MLP GFP+ MAC1+ %	Rac1 GTP hydrolysis
CC(=O)Nc1ccc(C(=O)OCC(=O)NCc2cccs2)cc1	63	i	-2.2	0.5	1.7%
O=C(COC(=O)c1cccs1)Nc1ccc(Cl)cn1	50	i	1.4	0.6	4.6%
CCCn1nc(C(=O)Nc2ccc3c(c2)OCO3)c2ccccc2c1=O	53	i	-0.8	0.2	1.8%
Cc1ccc(NC(=O)CN(C)C(=O)CSc2ccc3c(c2)OCCO3)cc1	60	i	-0.2	1.4	7.1%
CC(=O)c1cccc(S(=O)(=O)N2CCC(C(=O)Oc3ccc(-c4nnco4)cc3)CC2)c1	70	i	-1.1	1.4	4.5%
C=CC[C@@H](CC(=O)N[C@@H](CO)Cc1ccccc1)C(=O)N[C@@H](COC(=O)[C@@H](CC=C)CC(=O)OC(C)(C)C)Cc1c[nH]c2ccccc12	61	i	1.6	0.2	0.2%
C[C@@]12C(=O)Nc3ccc(F)cc3C(=O)N1[C@H]1c3ccccc3OC[C@@H]1[C@@H]2c1ccccc1	51	i	-0.8	1.4	5.3%
O=S(=O)(Nc1ccc2c(c1)OCO2)c1ccc(Cl)cc1F	64	i	-1.0	1.0	5.7%
CCc1noc(C)c1C(=O)Nc1nc2c(F)cc(F)cc2s1	94	i	1.4	0.6	7.8%
COc1ccc(NS(=O)(=O)c2cc(NC(=O)c3ccc(S(=O)(=O)N(C)C)cc3)ccc2N2CCOCC2)cc1	50	i	4.4	0.3	3.6%
CN(C(=O)Cn1nc(C(=O)O)c2ccccc2c1=O)C1(C#N)CCCCC1	63	i	0.1	0.7	2.3%
COc1ccc(C2=NN(C(=O)CSc3nnnn3C)C(c3ccco3)C2)cc1 (stereo not drawn)	58	i	-0.1	0.6	6.6%
Cc1ccccc1NC(=O)Cc1nc(COC(=O)c2ccc(NC(N)=O)cc2)cs1	69	i	-0.5	0.6	4.9%
C[C@@H](CN1CCC[C@H]1CN1C(N)=NC[C@@H]1Cc1ccccc1)N1C[C@@H](Cc2ccccc2)N(CCCC2CCCC2)C1=N	45	i	-0.1	1.4	12.1%
COc1ccc(-c2noc(CCCC(=O)N3CCN(c4cc(C)ccc4C)CC3)n2)cc1	68	i	4.2	1.1	9.3%
CC1(C)OC(=O)C=C[C@]2(C)[C@H]3CC[C@@]4(C)[C@H](c5ccoc5)OC(=O)[C@H]5O[C@]54[C@]3(C)C(=O)C[C@@H]12	71	i	1.8	0.6	9.3%
CCCN=C1N(CC)C[C@@H]2[C@@H]3C(=O)N(Cc4ccccc4)C(=O)[C@@H]3[C@](C)(C(=O)OC)N12	61	i	-0.1	0.7	1.3%
O=C1c2ccccc2C(=O)N1CCCCCCc1ccccc1	45	i	2.8	0.9	3.8%
NC(=O)c1ccnc2c(O)cccc12	66	i	1.1	0.2	14.3%
CCc1cccc2c(C(=O)CN3C(=O)NC4(CCCCCC4)C3=O)c[nH]c12	59	u	3.7	x	1.9%
CC(C)NC(=O)Nc1cccc2c1O[C@H](CN(C)C(=O)NC1CCCCC1)[C@@H](C)CN([C@H](C)CO)C2=O	52	i	-0.6	1.2	3.4%
CCOc1ccc(S(=O)(=O)NCCC(=O)OCC(=O)NC(=O)c2cccn2C)cc1	51	i	2.5	1.1	-1.5%
CCCCNC(=O)c1onc(CSc2ccc(Cl)cc2)c1C(=O)NCCCC	92	i	1.8	2.1	4.4%
COC(=O)c1c(C)[nH]c(C(=O)OCc2csc(CC(=O)Nc3ccccc3C)n2)c1C	60	i	1.1	1.3	3.7%

Reprinted at random: 3 compounds from above.
Compound	NTR1 agonist cell count 20 µM	Myeloid diff MLP	NTR1 agonist	Myeloid diff MLP GFP+ MAC1+ %	Rac1 GTP hydrolysis
CCCN=C1N(CC)C[C@@H]2[C@@H]3C(=O)N(Cc4ccccc4)C(=O)[C@@H]3[C@](C)(C(=O)OC)N12	61	i	-0.1	0.7	1.3%
NC(=O)c1ccnc2c(O)cccc12	66	i	1.1	0.2	14.3%
CCOc1ccc(S(=O)(=O)NCCC(=O)OCC(=O)NC(=O)c2cccn2C)cc1	51	i	2.5	1.1	-1.5%

(next part)
Compound	NTR1 agonist cell count 20 µM	Myeloid diff MLP	NTR1 agonist	Myeloid diff MLP GFP+ MAC1+ %	Rac1 GTP hydrolysis
O=C(O)C1CCCN1C(=O)C1CCN(S(=O)(=O)c2cccc(C(F)(F)F)c2)CC1 (stereo not drawn)	52	i	2.2	0.6	3.8%
CN(Cc1ccc(CNC[C@H]2O[C@@H](n3cnc4c(N)ncnc43)[C@H](O)[C@@H]2O)o1)S(C)(=O)=O	49	i	3.0	0.3	7.1%
COc1ccc2[nH]c3c(c2c1)CCN1C(=O)C(CC(=O)NCCCN(C)C)C[C@H](C(=O)N2CCOCC2)[C@@]31CCC1CCCC1 (stereo partly drawn)	58	i	-0.1	2.1	0.1%
CCC1CCCCN1C(=O)COc1ccc(S(=O)(=O)N2CCOCC2)cc1Cl (stereo not drawn)	52	i	-0.1	0.4	8.4%
COc1ccc(S(=O)(=O)N2CCCCCC2)cc1C(=O)Nc1ccc(C(=O)N(C)C)cc1	36	i	0.1	0.9	10.5%
CC(C)Nc1nnc(SCC(=O)Nc2sccc2C#N)s1	85	i	-0.6	0.3	13.2%
O=C(O)CCN(CC(=O)c1ccc(Cl)cc1)S(=O)(=O)c1ccc([N+](=O)[O-])cc1	52	i	0.0	1.0	2.4%
C=CCC[C@H](Cc1ccc(F)cc1)C(=O)OC[C@H](Cc1c[nH]c2ccccc12)NC(=O)[C@H](CC=C)CC(=O)N(CCO)Cc1ccccc1	48	i	14.1	1.0	8.6%
CCOc1cc(C(=O)NC2CCCCCCC2)cc(OCC)c1OCC	51	i	1.8	0.8	-6.8%
CSc1ccc(CN(C)C(=O)C2CCN(C(=O)Nc3ccccc3)CC2)cc1	58	i	-0.8	0.6	-4.1%
COc1ccc(C2=Nn3c(nnc3-c3ccccc3F)SC2)cc1OC1CCOC1 (stereo not drawn)	56	u	0.3	x	0.4%
O=C(COC(=O)c1cnccn1)Nc1cccc(F)c1	57	i	-0.3	0.6	2.5%
COc1ccc(CCC(=O)Nc2cc(S(=O)(=O)N3CCOCC3)ccc2OC(C)C)cc1	53	i	-0.8	0.9	3.2%
Cc1ccc(COC(=O)c2cccc(S(=O)(=O)N3CCCCC3)c2)cc1	76	i	4.9	1.3	2.3%
CCN(Cc1nc2ccccc2c(=O)[nH]1)C(=O)c1cccc(NC(=O)c2cccs2)c1	52	i	0.8	0.5	9.2%
Cc1c(C(=O)OCC(=O)N(CC(C)C)c2c(N)n(Cc3ccccc3)c(=O)[nH]c2=O)oc2ccccc12	52	i	-0.2	1.1	4.3%
CCN(CC(=O)Nc1c(F)cccc1F)C(=O)C1CC1	70	i	0.5	1.0	1.7%
O=C(Nc1ccc(Cl)cc1)c1nc[nH]c1C(=O)N1CCN(c2ccccc2)CC1	53	i	3.4	1.4	12.2%
CC(C)Oc1ccccc1/C=N/n1nnnc1N	53	i	-0.5	0.2	5.0%
CCN(C(=O)COC(=O)CNC(=O)c1ccccc1C)C1=CCCCC1	45	i	0.9	0.6	7.7%
O=C(CN1C(=O)NC2(CCCCCC2)C1=O)Nc1ccc([N+](=O)[O-])cc1	67	i	-1.8	1.0	2.1%
COc1ccc(C2=CC(=O)CC(c3ccc(F)cc3)C2)cc1 (stereo not drawn)	92	i	-2.3	1.7	7.0%
COc1ccc(-c2noc(CCC(=O)N3CCN(c4ccc(Br)cc4)CC3)n2)cc1	62	i	0.7	0.4	10.7%
CCN(CC(=O)Nc1ccc(NC(C)=O)cc1)C(=O)c1ccc(COc2ccccc2)o1	54	i	-0.8	0.7	2.5%
O=C(COC(=O)CNS(=O)(=O)c1ccccc1)Nc1ncc(Cl)cc1Cl	45	i	2.3	2.0	0.3%
O=C(Nc1cc(S(=O)(=O)N2CCOCC2)ccc1Cl)c1ccc(=O)[nH]c1	61	i	-1.7	0.0	9.1%
C=CCC[C@@H](Cc1ccc(F)cc1)C(=O)O[C@H](CNC(=O)[C@@H](CC=C)CC(=O)N[C@H](CO)Cc1ccccc1)c1ccccc1	62	i	5.5	0.3	3.3%
Cc1ccccc1Nc1nc(N)nc(COC(=O)c2ccc([N+](=O)[O-])o2)n1	48	i	-3.0	0.5	-0.6%
COc1ccc(NC(=O)C(C)Sc2nnc(C3CC3)n2C2CC2)cc1 (stereo not drawn)	49	i	-1.2	0.1	-0.2%
CCc1noc(C)c1C(=O)OC(C)C(=O)c1c(C)[nH]c2ccccc12 (stereo not drawn)	55	i	-0.3	0.4	2.4%
Cc1cccc(NC(=O)c2cnc3sccn3c2=O)n1	83	i	1.6	1.6	4.9%
COc1ccc(Cl)cc1NC(=O)CN(C)C(=O)c1cc(C)oc1C	71	i	0.1	1.3	1.6%
Cc1ccc(S(=O)(=O)N2CCCCC2)cc1NC(=O)c1ccccc1Cl	57	i	2.7	1.0	3.1%
CC(=O)c1ccc(S(=O)(=O)N(C)CCCC(=O)N2CCN(c3ncccn3)CC2)cc1	57	i	2.6	0.3	1.5%
CC(Sc1ncccn1)C(=O)NC1CCCC1 (stereo not drawn)	55	i	9.6	0.3	5.7%
c1ccc(-c2cncnc2)nc1	65	i	1.2	1.2	3.4%
C[C@H]1COC(=O)[C@@H](Cc2ccc(F)cc2)C/C=C\C[C@H](CC(=O)N(CCO)Cc2ccccc2)C(=O)N1	66	i	-2.1	2.5	6.2%
O=C(CC1C[C@H](C(=O)N2CCOCC2)[C@@]2(CCC3CCCC3)c3[nH]c4ccccc4c3CCN2C1=O)NCCc1ccccn1 (stereo partly drawn)	45	i	1.3	0.0	7.0%
CSc1ccccc1NC(=O)CN1C(=O)C2CC=CCC2C1=O (stereo not drawn)	64	i	0.1	0.7	3.6%
COc1ccc(NC(=O)N(C)C[C@H]2Oc3c(NC(=O)c4ccncc4)cccc3C(=O)N([C@H](C)CO)C[C@@H]2C)cc1	57	i	0.6	1.2	9.9%
CN(C)CCCNC(=O)c1ccc(Cl)c(S(=O)(=O)N2CCCCCC2)c1	61	i	-2.1	0.4	5.6%
COc1ccc(C(C)=O)cc1CSc1ccc(S(=O)(=O)N2CCOCC2)cn1	59	i	1.8	0.6	9.6%
Cc1cc(Br)cc(C=Nc2ccc(N3CCOCC3)cc2)c1O	54	i	0.9	0.3	14.6µM*
CCCCNc1c(-c2ccc(OC)c(SC3CCCCC3)c2)nc2ccc(C)cn12	66	u	39.7	2.8	2.1%
NCCCC[C@H]1CN=C(N)N1CC1CCCCC1	91	i	1.3	2.0	-3.0%
CON(C)C(=O)CC1(CN(Cc2ccccc2)C(=O)OC(C)(C)C)CCCCC1	80	i	-1.3	1.2	2.3%
COc1ccccc1C(=O)NCC(=O)N1CCN(C/C=C/c2ccccc2)CC1	56	i	-1.2	0.2	5.3%
Cc1ccc(-c2cc(-c3ccccc3)nc(N/N=C/c3cccnc3)n2)cc1	58	i	16.4	1.4	5.2%

Three of the entries above in order of the Rac1 GTP hydrolysis value, highest first:
mol	Myeloid diff MLP GFP+ MAC1+ %	Rac1 GTP hydrolysis
CN(C)CCCNC(=O)c1ccc(Cl)c(S(=O)(=O)N2CCCCCC2)c1	0.4	5.6%
Cc1ccc(-c2cc(-c3ccccc3)nc(N/N=C/c3cccnc3)n2)cc1	1.4	5.2%
CSc1ccccc1NC(=O)CN1C(=O)C2CC=CCC2C1=O (stereo not drawn)	0.7	3.6%

Remaining list, next part:
Compound	NTR1 agonist cell count 20 µM	Myeloid diff MLP	NTR1 agonist	Myeloid diff MLP GFP+ MAC1+ %	Rac1 GTP hydrolysis
Cc1ccccc1S(=O)(=O)N1CC(C(=O)O)=CC[C@H]1c1ccc(Cl)cc1	78	i	3.6	1.5	6.3%
Cc1ccc(NC(=O)Cn2c(C)csc2=O)cc1	76	i	0.5	0.8	6.5%
C[C@H]1CN([C@@H](C)CO)C(=O)Cc2cc(NS(=O)(=O)c3ccc(Cl)cc3)ccc2O[C@@H]1CN(C)C(=O)Nc1cccc2ccccc12	48	i	6.6	1.3	3.0%
O=C(OCc1ccc([N+](=O)[O-])cc1)c1cc2ccccc2oc1=O	36	i	-0.1	0.9	-8.3%
COc1ccc(NC(=O)N(C)C[C@H]2Oc3ccc(NS(=O)(=O)c4cccs4)cc3C(=O)N([C@@H](C)CO)C[C@@H]2C)cc1	50	i	0.7	0.3	9.0%
O=C(/C=C/c1cccs1)NNC(=O)c1ccccc1	64	i	1.0	0.8	-2.8%
O=C(c1cn(Cc2ccccc2)nc1-c1cccnc1)N1CCN(Cc2c(F)cccc2Cl)CC1	62	i	-2.1	0.4	4.3%
